BAP1 inh = inhibitors of human BAP1 deubiquitinase. Q92560. recombinant BAP1, Ub-AMC hydrolysis fluorescence kinetic; active compounds read low. activity remaining (% of control), % at 20 µM. 72,000 compounds, 0.48% hits;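 active = activity remaining at or below 50% of control, provided the compound also passes the data quality filters; inactive = the rest, including low values that fail the filters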;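 note: 100% = DMSO wells rate and 0% = substrate alone blank rate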
Target sequence (Q92560 whole entry, looked up): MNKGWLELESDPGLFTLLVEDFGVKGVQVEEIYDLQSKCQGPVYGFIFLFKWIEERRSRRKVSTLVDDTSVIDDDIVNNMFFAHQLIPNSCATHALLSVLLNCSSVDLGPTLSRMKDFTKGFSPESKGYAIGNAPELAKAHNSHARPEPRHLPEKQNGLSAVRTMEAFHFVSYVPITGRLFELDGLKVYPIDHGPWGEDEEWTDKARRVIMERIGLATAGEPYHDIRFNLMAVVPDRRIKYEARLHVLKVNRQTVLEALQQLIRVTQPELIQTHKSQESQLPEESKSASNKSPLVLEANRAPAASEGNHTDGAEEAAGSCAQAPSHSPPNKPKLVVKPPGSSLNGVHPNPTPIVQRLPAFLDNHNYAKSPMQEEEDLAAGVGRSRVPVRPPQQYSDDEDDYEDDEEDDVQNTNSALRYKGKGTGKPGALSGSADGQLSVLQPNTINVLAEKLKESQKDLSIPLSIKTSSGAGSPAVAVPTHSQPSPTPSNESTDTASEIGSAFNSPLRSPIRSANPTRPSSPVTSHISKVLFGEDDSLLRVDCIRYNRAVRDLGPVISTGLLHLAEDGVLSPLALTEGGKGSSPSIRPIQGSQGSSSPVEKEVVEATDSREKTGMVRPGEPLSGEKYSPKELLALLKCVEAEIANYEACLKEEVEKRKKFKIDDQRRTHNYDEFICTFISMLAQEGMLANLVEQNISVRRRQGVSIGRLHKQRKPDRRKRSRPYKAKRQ
HePTP inh = human HePTP phosphatase inhibition; recombinant HePTP phosphatase activity, OD absorbance; 110,000 compounds, 0.64% hits; AID 521; inhibition, % at 20 µM; in the data active = inhibition above about 50%;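 note: plate controls were vehicle for no effect and reference inhibitor for full effect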
Target sequence (P35236 whole entry, looked up): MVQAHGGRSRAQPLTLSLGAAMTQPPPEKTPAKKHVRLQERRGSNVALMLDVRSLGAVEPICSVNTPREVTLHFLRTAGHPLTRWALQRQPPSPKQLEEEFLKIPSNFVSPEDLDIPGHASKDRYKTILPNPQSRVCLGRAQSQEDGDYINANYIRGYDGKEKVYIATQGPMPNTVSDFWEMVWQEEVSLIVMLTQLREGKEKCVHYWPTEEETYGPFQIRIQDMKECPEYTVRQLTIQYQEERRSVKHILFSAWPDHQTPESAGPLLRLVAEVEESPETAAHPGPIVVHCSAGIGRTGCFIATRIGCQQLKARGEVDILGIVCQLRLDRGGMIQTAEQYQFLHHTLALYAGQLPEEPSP
Numbers without * were called inactive; i = inactive; . = not tested or not shown; & = joins results of further samples.

Fields – HePTP inh	BAP1 inh
O=C(c1nn2c(c1Cl)NC(c1ccco1)CC2C(F)(F)F)N1CCN(Cc2ccccc2)CC1 (stereo not drawn)
→ 6	.
COc1ccc(OC)c(NC(=O)Cn2cc(C#N)c3cc(Br)ccc32)c1
→ 8	77
O=C(Oc1ccc2ccc(=O)oc2c1)c1cccc([N+](=O)[O-])c1
→ .	i
O=C(Nc1ccccc1O)c1cccs1
→ -3	.
COc1ccc(-n2c(SCC(N)=O)nc3sc4c(c3c2=O)CCN(C)C4)cc1
→ -3	179
CN1C(=O)c2ccc(S(=O)(=O)c3ccc(C(=O)O)cc3)cc2C1=O
→ -9&-8	103&101
CC(=O)Nc1ccc(S(=O)(=O)NCCN2CCOCC2)cc1
→ 6	93
Cc1ccccc1NC(=O)C1Cc2ccccc2C(=O)O1 (stereo not drawn)
→ 7	137
CCN(CC)c1ccc(-n2cc3c(=O)n(C)c(=O)n(C)c3c2)cc1
→ 9	70
Cc1nc(SCC(=O)NCCc2ccccc2)n[nH]1
→ 8	105

The list goes on, overlapping the part above by 2 compounds.
Fields – HePTP inh	BAP1 inh
CCN(CC)c1ccc(-n2cc3c(=O)n(C)c(=O)n(C)c3c2)cc1
→ 9	70
Cc1nc(SCC(=O)NCCc2ccccc2)n[nH]1
→ 8	105
O=C(/C=C/c1ccc(Br)cc1)NC(=S)N1CCOCC1
→ -3	.
CC(C)=CCC/C(C)=C/CC/C(C)=N/O
→ -11	85
O=C(O)c1cccc(N2C(=O)c3ccc(Oc4cccc([N+](=O)[O-])c4)cc3C2=O)c1
→ -8	.
CCOC(=O)c1c(NC(=O)c2ccc(OC)c(OC)c2)sc(C(=O)Nc2ccc(C)cc2C)c1C
→ -6	.
O=c1/c(=C\c2ccccc2)sc2nc(-c3ccc(Cl)cc3Cl)nn12
→ 8	.
O=C(OCCCN1C(=O)c2cccc3c(N4CCCCC4)ccc(c23)C1=O)c1ccccc1[N+](=O)[O-]
→ .	131
CCOC(=O)c1snc(-c2ccc(F)cc2)c1N
→ 9	.
CC(=O)Nc1nc2ccc(N)cc2s1
→ .	115
COc1ccc(N(CC(=O)Nc2ccccc2Br)S(=O)(=O)c2ccc(C)cc2)c(OC)c1
→ 8	.
CN1CCCC(OC(=O)c2ccc3c(c2)OCCO3)C1 (stereo not drawn)
→ 8	102

Compounds from the list above that have a Cl atom:
Fields – HePTP inh	BAP1 inh
O=C(c1nn2c(c1Cl)NC(c1ccco1)CC2C(F)(F)F)N1CCN(Cc2ccccc2)CC1 (stereo not drawn)
→ 6	.
O=c1/c(=C\c2ccccc2)sc2nc(-c3ccc(Cl)cc3Cl)nn12
→ 8	.

Other entries follow:
Fields – HePTP inh	BAP1 inh
COc1cc(C(=S)N2CCOCC2)cc(OC)c1OC(=O)c1ccccc1Cl
→ .	181
COc1cc(OC)cc(C(=O)Nc2ccc3oc(-c4ccccc4F)nc3c2)c1
→ -2	.
O=C(OCc1cccs1)c1ccccc1NS(=O)(=O)c1ccc2c(c1)OCCO2
→ 1	58
COC(=O)c1ccc(NC(=O)C23CCC(C)(C(=O)O2)C3(C)C)cc1 (stereo not drawn)
→ -3	.
COc1ccc(OC)c(-c2nc(C)sc2CC(=O)O)c1
→ -1	90
COc1ccc(N=c2oc3cc(O)ccc3cc2C(=O)NCC2CCCO2)c(OC)c1 (stereo not drawn)
→ 3	134
CCOC(=O)c1c(C)[nH]c(N=Nc2cccc([N+](=O)[O-])c2)c1C
→ 9	.
CCNS(=O)(=O)c1ccc(NS(=O)(=O)c2cc(C)ccc2C)cc1
→ 3	103
CCc1nc(SCC(=O)N2CCCC2)c2ccccc2n1
→ 3	126
Cc1c(Br)c([N+](=O)[O-])nn1CC(=O)NCc1ccco1
→ .	108
Cc1ccc(C)n1-c1ccc(Cl)cc1C(=O)O
→ 102*	.
COc1ccc(/C=N/n2cnnc2SCc2ccccc2)cc1OC
→ 6	.
CC(C)CCNC(=O)Cn1c(=O)oc2cc(S(=O)(=O)N3CCc4ccccc43)ccc21
→ -6	74
O=C(NCCCN1CCOCC1)c1ccc(CS(=O)(=O)c2c(Cl)cccc2Cl)o1
→ 16	103
CSc1ccccc1NC(=O)COc1ccc(Cl)cc1C
→ .	91
O=C(NCc1ccc(Cl)c(Cl)c1)c1cccnc1
→ 6	86
Cc1cc(C)n(-c2nc(N(C)C)nc(N(C)C)n2)n1
→ -8	.
O=C(O)CCC(=O)Nc1ccc(F)cc1
→ -9	.
Cc1ccc2nc(CSc3nnc(-c4ccco4)n3-c3ccccc3)cc(=O)n2c1
→ 2	.
COc1ccc(N(CC(=O)NCc2ccccc2)S(=O)(=O)c2ccccc2)cc1
→ 7	.
O=C(CN(C(=O)c1ccco1)c1cccc(F)c1)NCc1ccc(F)cc1
→ 0	97
COc1cccc(CC(NC(C)=O)C(=O)NC2CCN(c3c4c(nc5ncnn35)CCC4)CC2)c1 (stereo not drawn)
→ 9	94
COc1ccc(-c2nc3cc(NC(C)=O)ccc3o2)cc1
→ -10	.
CCOC(=O)c1ccc(NC(=O)Cn2cc3c(n2)CCC(C)C3)cc1 (stereo not drawn)
→ 10	98
Cc1cc(-c2cccnc2)c(C#N)c(SCC#N)n1
→ 6	79
Cc1ccc(NC(=O)c2ccco2)cc1C
→ 12	101
O=C(Nc1nc2ccccc2n1Cc1ccc(Cl)cc1)c1ccco1
→ 8	102
O=c1[nH]c(O)c(C=NCc2ccccc2)c(=O)[nH]1
→ 6	.
Cc1ccc2nc(-c3cccc([N+](=O)[O-])c3)oc(=O)c2c1
→ .	62
O=C(NCC1CCCO1)c1cccnc1Nc1ccccc1F (stereo not drawn)
→ -2	101
CSc1nnc(Cn2c(=O)sc3ccccc32)n1-c1ccccc1C
→ 5	90
O=C(CN1CCN(C2CCCCC2)CC1)c1ccc2cc[nH]c2c1
→ -13	80
CC1CCN(C(=O)C2Cc3ccccc3CN2S(=O)(=O)c2ccc(F)cc2)CC1 (stereo not drawn)
→ 10	119
Cc1ccc(C(=O)Nc2ccc(Cl)cc2)o1
→ 5	.
CCc1ccc(S(=O)(=O)Nc2ccc(OC(=O)c3ccc(C)cc3)cc2)cc1
→ 4	.
CCOc1cccc(-c2cc(C(=O)N3CC(C)CC(C)C3)c3ccccc3n2)c1 (stereo not drawn)
→ 3	.
O=C(CCCN1C(=O)c2cccc3cccc(c23)C1=O)NCc1ccco1
→ -6	.
COc1ccc(C2NC3=C(CCC3)C3(C#N)C(OC)(OC)N=C(N)C23C#N)cc1 (stereo not drawn)
→ 11	70
CCCC(=O)Nc1ccc2nn(-c3ccc(C)c(Cl)c3)nc2c1
→ -2	.
C=CCc1c(C)nc2c(C)c(-c3ccc(C)cc3)[nH]n2c1=O
→ -4	.
Cc1cc(C)nc(NS(=O)(=O)c2ccc(NC(=O)c3ccc(S(=O)(=O)N4CCOCC4)cc3)cc2)n1
→ 11	137
Cc1ccc(-n2ncc3c2ncn2c(-c4ccncc4)nnc32)cc1
→ -3	107
O=c1cnnc(N/N=C/c2ccccc2Br)[nH]1
→ -4	.
COCCOC(=O)c1c(C)n(C)c2ccc(OC(=O)N3CCOCC3)cc12
→ 5	103
CCc1ccccc1S(=O)(=O)Cc1ccc(C(=O)NCC2CCCO2)o1 (stereo not drawn)
→ 6	108
CC(=O)Nc1cc2c(cc1NC(=O)c1cnccn1)OCCO2
→ 3	101
CCOC(=O)C(C)Oc1ccc2c(=O)c(Oc3ccc(OC)cc3)coc2c1 (stereo not drawn)
→ 7	.
Cc1ccc2cc(COC(=O)c3ccncc3)c(=O)[nH]c2c1
→ 5	100
CC1=C(C(=O)Nc2ccccc2C)C(c2ccc(C)cc2)NC(=S)N1 (stereo not drawn)
→ 0	.
COc1ccc(C(=O)/C=C\N2CCOCC2)cc1
→ -10	65

(cont.)
Fields – HePTP inh	BAP1 inh
O=C(CSc1nnc(-c2ccco2)o1)c1ccccc1
→ 5&4	60
COc1cccc(NC(=O)COc2ccc(C(C)(C)C)cc2)c1
→ -3	.
COc1ccc(C2CC(=O)C3=C(C2)Nc2ccccc2NC3c2ccc(NC(C)=O)cc2)cc1 (stereo not drawn)
→ -13	.
O=C(c1coc(=O)c(Br)c1)N1CCCc2ccccc21
→ 7	.
CC1(C(=O)O)CCC(C(=O)N2CCOCC2)C1(C)C (stereo not drawn)
→ 5	95
CC(C)N(Cc1nc(-c2ccccc2)no1)C(=O)c1ccc2c(c1)OCO2
→ 2	129
CCn1c(=O)[nH]c2ccc3c(c21)C(=O)c1ccccc1C3=O
→ .	68
CCC(Oc1ccccc1)C(=O)Nc1nc2ccc(C)cc2s1 (stereo not drawn)
→ 11	.
OCCN1CCN(c2nc(-c3ccccc3)c3cc(Cl)ccc3n2)CC1
→ -12	173
COCCOC(=O)C1=C(N)OC2=C(C(=O)CC(C)(C)C2)C1c1ccccc1[N+](=O)[O-] (stereo not drawn)
→ .	103

Copied from the entries so far for reference:
Fields – HePTP inh	BAP1 inh
COc1ccc(C2CC(=O)C3=C(C2)Nc2ccccc2NC3c2ccc(NC(C)=O)cc2)cc1 (stereo not drawn)
→ -13	.
O=C(c1coc(=O)c(Br)c1)N1CCCc2ccccc21
→ 7	.
CC1(C(=O)O)CCC(C(=O)N2CCOCC2)C1(C)C (stereo not drawn)
→ 5	95
CC(C)N(Cc1nc(-c2ccccc2)no1)C(=O)c1ccc2c(c1)OCO2
→ 2	129
CCn1c(=O)[nH]c2ccc3c(c21)C(=O)c1ccccc1C3=O
→ .	68

Remaining list, next part:
Fields – HePTP inh	BAP1 inh
CCSc1oc(-c2ccco2)nc1S(=O)(=O)c1ccc(F)cc1
→ 4	.
CCN(c1ccccc1)S(=O)(=O)c1cnc[nH]1
→ 2	104
CCN(CC)CCN1C(=O)C(O)=C(C(=O)/C=C/c2ccccc2)C1c1ccc(O)c(OC)c1 (stereo not drawn)
→ 0	.
COc1ccccc1C(=O)NC(=S)Nc1ccccc1
→ -8	.
Cc1ccc(NC(=O)c2c(NC(=O)C(F)(F)F)sc(-c3ccccc3)c2C)c(C)c1
→ -2	.
CC(C)=C1C2C=CC1C1C(=O)N(c3ccc(Br)cc3[N+](=O)[O-])C(=O)C21 (stereo not drawn)
→ 6	.
Cc1ccc(C2=Nc3ccccc3NC(C)(c3ccc(C)o3)C2)o1 (stereo not drawn)
→ -10	98
Nc1nnc(SCc2ccc3c(c2)OCO3)s1
→ -6	107
CC(C)(C)c1ccc(O)c(N=Cc2c(O)ccc3cc([N+](=O)[O-])ccc23)c1
→ 6	.
Cc1ccc(C)c(Cn2cnc3c(cnn3C(C)(C)C)c2=O)c1
→ .	106

HePTP inh: entries above that show a hit
Fields – HePTP inh	BAP1 inh
Cc1ccc(C)n1-c1ccc(Cl)cc1C(=O)O
→ 102*	.

The listing continues.
Fields – HePTP inh	BAP1 inh
CCOc1ccc(NC(=O)c2oc3ccccc3c2NC(=O)CC)cc1
→ 7	112
Cc1ccc(CN2CCN(N=Cc3cccc(Cl)c3)CC2)c(C)c1
→ 10	.
COc1ccccc1C(=O)N1CCN(S(=O)(=O)c2ccc(Cl)cc2)CC1
→ 0	.
CC1(C)Cc2c(sc(NC(=O)c3ccc(Cl)cc3)c2C#N)CO1
→ 4	.
Cc1cc(C(=O)COC(=O)c2cccs2)c(C)n1-c1c(C)n(C)n(-c2ccccc2)c1=O
→ 5	95
CCCc1cc(=O)n2[nH]c(SCc3ccccc3)nc2n1
→ 9	116
N#CC1=C(SCC(N)=O)NC(=O)CC1c1cccs1 (stereo not drawn)
→ 8	.
COc1ccc2oc(=O)c(C(=O)N3CCN(C45CC6CC(CC(C6)C4)C5)CC3)cc2c1
→ -4	68
O=C(Nc1ccccc1)c1ccc(NCc2cccnc2)c(S(=O)(=O)N2CCOCC2)c1
→ 6	113
O=c1c(-c2ccc3c(c2)OCCCO3)coc2cc(O)ccc12
→ .	266
O=C(Cn1nc(-c2ccccc2)c2ccccc2c1=O)NCC1CCCO1 (stereo not drawn)
→ 8	103
CCn1cc(C(=O)NC2CCc3ccccc32)c(=O)c2ccc(C)nc21 (stereo not drawn)
→ -2	95
CCOC(=O)c1cnc(SCc2nc(N)nc(Nc3ccc(C)cc3)n2)nc1N
→ 4	131
Cc1cc(Nc2ccc(F)cc2Cl)n2ncnc2n1
→ -12	99
CCOC(=O)c1cc2sccc2n1CC(=O)N1CCc2ccccc21
→ 5	97
CCOC(=O)/C(=C\c1cccc(Br)c1)NC(=O)c1ccccc1
→ -1	.
CCc1nnc(NC(=O)CSc2nnc(-c3ccoc3C)n2-c2ccccc2)s1
→ -3	96
CCOC(=O)N1CCN(C(=O)c2ccc3nc(SCc4ccc(F)cc4)n(C)c3c2)CC1
→ 12	94
CC(=O)N1CCN(c2ccc(NCc3ccc(C)cc3)cc2)CC1
→ 6	94
CN(C)CCOC(=O)CCN1C(=O)/C(=C/c2c(Cl)cccc2Cl)SC1=S
→ 2	.
Cc1cccc(-c2noc(C(c3ccccc3)c3ccccc3)n2)c1
→ 8	.
CC(C)OCC(O)CN1CCN(CC(O)COc2ccc3c(c2)OCO3)CC1 (stereo not drawn)
→ -1	96
O=C(CSc1nc(N2CCCCC2)nc(N2CCCCC2)n1)N1CCc2ccccc21
→ 1	57
Cc1nnc(SCC(=O)NC2CC2)n1CCc1ccccc1
→ 12	105
CCCNC(=O)c1ccc2c(c1)ncn2-c1ccccc1OC
→ .	102
Cc1cccc(OCC(=O)Nc2nc3ccccc3s2)c1
→ 0	.
CCn1c(C)[n+](CC)c2ccc(S(N)(=O)=O)cc21
→ .	55
COc1ccc(NC(=O)c2cc(Cl)ccc2Cl)c(OC)c1
→ -7	.
CC(=O)NC1CCC(C(=O)O)(c2ccccc2)C1 (stereo not drawn)
→ 1	111
Cc1nc2cc(-c3cccc(F)c3)nn2c(C)c1CCC(=O)N1CCN(c2ccccn2)CC1
→ 4	105
O=c1oc(-c2ccco2)nc2c1cnn2-c1ccccc1
→ 5&11	109&104
COCCOC(=O)c1[nH]c2c(c1C)C(=O)CC(c1ccc(N(C)C)cc1)C2 (stereo not drawn)
→ -2	117
CC(O)c1nc2ccc(Cc3ccc4nc(C(C)O)[nH]c4c3)cc2[nH]1 (stereo not drawn)
→ -11	101
O=[N+]([O-])c1cccc(S(=O)(=O)NCc2ccc(F)cc2)c1
→ -1	.
CS(=O)(=O)N(CC(=O)Nc1ccc2ccccc2c1)c1ccc(Br)cc1
→ -1	.
